Assay outcomes: PubChem, several laboratories
NR2E3 ag-1: activates human NR2E3 receptor; AID 602229; CHO-S Gal4-NCOR/VP16-NR2E3 two-hybrid, luciferase; 360,000 tested, 0.35% active; inhibition of corepressor binding, % at 3.98 µM; Q9Y5X4;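 active means inhibition above the mean of all tested compounds plus 3 SD, cut at about 70% in these data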;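 further: 0% = DMSO with NR2E3 transfected cells and 100% = cells lacking NR2E3 construct; higher means lower luciferase signal from less NR2E3 corepressor binding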
Target sequence (Q9Y5X4 whole entry, looked up, the tested form may be a part): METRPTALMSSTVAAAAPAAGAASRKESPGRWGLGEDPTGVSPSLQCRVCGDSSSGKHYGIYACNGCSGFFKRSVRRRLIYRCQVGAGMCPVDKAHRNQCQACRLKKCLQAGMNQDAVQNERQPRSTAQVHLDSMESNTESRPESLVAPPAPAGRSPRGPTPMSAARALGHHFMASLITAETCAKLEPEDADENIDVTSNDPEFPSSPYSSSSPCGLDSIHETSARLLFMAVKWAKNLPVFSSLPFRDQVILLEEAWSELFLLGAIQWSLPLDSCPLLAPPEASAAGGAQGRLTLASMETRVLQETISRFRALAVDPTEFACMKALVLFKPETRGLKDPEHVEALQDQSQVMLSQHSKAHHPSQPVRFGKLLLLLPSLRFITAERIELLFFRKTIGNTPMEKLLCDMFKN
CF NFkB block: inhibitors of cystic fibrosis induced NF-kB; KKLEB NF-kB-GFP reporter, PAF-induced, GFP fluorescence overnight; inhibition, % at 5 µM; 360,000 tested, 0.86% active;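 active means at least 50% inhibition at 5 µM, scaled per plate between neutral and stimulator controls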;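 further: PAF is a Pseudomonas aeruginosa culture filtrate used as stimulus; plate controls were PAF-stimulated DMSO wells for no effect and unstimulated DMSO wells for full effect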
TRAIL sens C8: caspase-8 TRAIL sensitization | NB7+C8 cells + TRAIL, ATPlite viability luminescence | 360,000 tested, 1% active | inhibition (viability loss, TRAIL sensitization), % at 10 µM;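 active means compounds causing at least 50% loss of cell viability in the single-dose screen, relative to plate controls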
Shn3 inh set2: reduces Shn3 3'UTR luciferase signal in osteoblasts; inhibition, % at 12.5 µM; Clone20 osteoblast Shn3 3'UTR firefly luciferase, 24 h; 360,000 tested, 0.52% active;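 active means mean inhibition of at least 75% with every replicate also reaching 75%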;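 further: 0% = median of neutral control wells and 100% = pilot-screen positive control compound; some compounds past the cut are filed as inactive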
NR2E3 ag-2: agonists of human nuclear receptor NR2E3 | Q9Y5X4 | inhibition of corepressor binding, % at 4.78 µM | 320,000 tested, 0.12% active | GST-NR2E3/biotin-RetCOR TR-FRET, 1536-well | AID 2300;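 active means percent inhibition above the cutoff of mean plus 3 SD of all tested compounds, set per screening campaign, cut at about 20% in these data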;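 further: 0% = DMSO wells and 100% = biotin wells as full block of FRET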
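system = GST-tagged NR2E3 plus biotinylated RetCOR corepressor | input = 1.35 nM GST-NR2E3 | also added = 7 nM biotin-RetCOR | schedule = 5 h incubation at 4 °C | measured by = TR-FRET with europium anti-GST and streptavidin-D2, 340 nm excitation | read-out = percent loss of FRET ratio relative to control wells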
HIF-2a inh: inhibitors of HIF-2a; 360,000 tested, 0.72% active; 786-0 RCC cells HIF-2a reporter, luciferase luminescence, overnight; inhibition, % at 18.8 µM;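 active means inhibition of the luminescence signal of 40% or more relative to plate controls, in a single-dose primary screen at 18.75 µM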
TRPM1 prom inh: inhibitors of MITF-driven TRPM1 promoter in melanoma cells | 330,000 tested, 0.83% active | SK-MEL-5 TRPM1 promoter luciferase, 24 h | inhibition, % at 12.5 µM | AID 488899;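 active means mean inhibition across replicates of 60% or more, whatever share of single replicates reaches that level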; further: values of inactives mirror those of a sister screen read the other way
hiPSC survival: hiPSC single-cell survival enhancement | AID 602274 | 360,000 tested, 0.044% active | survival enhancement, % at 20 µM | ATPlite luminescence; 100% = ROCK inhibitor wells, 0% = DMSO; in the data active means survival enhancement above about 18%;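 further: cells exposed to compounds for 16 hours before the ATP read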
LMP1 NFkB inh: Epstein-Barr LMP1 NF-kappaB reporter inhibition | LMP1-induced NF-kappaB luciferase reporter cells, luminescence | inhibition, % at 12.5 µM | 350,000 tested, 0.69% active | AID 504558; in the data active means inhibition above about 41%;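 further: 0% = neutral control wells and 100% = reference inhibitor control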
KKLEB cytotox: counter-screen for CF NF-kB inhibitors: cytotoxicity; AID 602141; activity change (cytotoxicity), % at 5 µM; KKLEB CF airway cells viability, ATPlite luminescence, overnight; hits give low values; cells stimulated with P. aeruginosa culture filtrate; 360,000 tested, 0.36% active;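 active means corrected activity change at or below -50% at 5 µM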
Peg3 prom inh: Peg3 promoter activity inhibition; inhibition, % at 20 µM; 360,000 tested, 1.7% active; HeLa PEG-Prom luciferase reporter, luminescence, overnight;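 active means inhibition of at least 50% at 20 µM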
Starred values were filed as active, the others as inactive; x = no result given. An excerpt. The share of hits here may be higher or lower than overall.

smiles,Peg3 prom inh,TRPM1 prom inh,NR2E3 ag-1,CF NFkB block,LMP1 NFkB inh,KKLEB cytotox,TRAIL sens C8,NR2E3 ag-2,HIF-2a inh,hiPSC survival,Shn3 inh set2
CC(=O)c1ccc(OCC(=O)NC2CCS(=O)(=O)C2)cc1 (centres undefined),7,3,0,-11,-15,6,2,1,9,3.4,23
COc1ccc(NC(=O)CCCN(C)S(=O)(=O)c2ccc(C)cc2)cc1,25,-9,-20,1,-12,3,3,5,31,0.0,20
COc1ccc2nc(Cl)cc(Cl)c2c1,-7,-5,-17,-1,11,-9,12,-1,14,-0.3,16
CCOc1ccc(CN(C)C(=O)c2ccc3ccccc3n2)cc1,-6,5,-25,0,-5,-2,7,5,-6,-0.3,-11
C=C(C)CSc1nnc2n(N)c(=O)c3ccccc3n12,-53,-9,-45,6,-4,-3,-4,0,-95,0.2,-12
Cc1c(C(=O)OCC(=O)N2c3ccccc3CC2C)oc2ccccc12 (centres undefined),-14,4,-19,-5,7,-8,-1,2,-2,0.6,18
COCCCNc1oc(-c2ccccc2Cl)nc1C#N,-44,-13,-33,0,4,-6,0,2,-96,-3.0,0
COC(=O)C1C2C=CC(C3CC23)C1C(=O)OCC(=O)c1ccc(OC)cc1 (centres undefined),-2,1,3,0,3,-19,7,0,19,-2.1,-12

New compounds follow.
smiles,Peg3 prom inh,TRPM1 prom inh,NR2E3 ag-1,CF NFkB block,LMP1 NFkB inh,KKLEB cytotox,TRAIL sens C8,NR2E3 ag-2,HIF-2a inh,hiPSC survival,Shn3 inh set2
Cc1cc(NS(=O)(=O)c2ccc(NC(=O)c3cccnc3)cc2)nc(C)n1,8,-6,-10,-2,-1,-1,15,1,18,-0.4,8
Cc1cc(=O)oc2cc(OCC3CC(c4ccccc4)=NO3)ccc12 (centres undefined),-130,-16,-132,-26,2,-5,25,2,-355,-0.8,-10
C=C[C@@H]1c2cc(C)ccc2N(S(=O)(=O)c2ccc(C)cc2)[C@H](c2ccccc2)C1(C#N)C#N,33,x,0,6,-5,5,-1,5,8,2.5,18
CCN(CC(=O)NC1CCS(=O)(=O)C1)S(=O)(=O)c1ccccc1 (centres undefined),-2,-6,28,-6,3,7,-4,1,-3,1.4,-2
COc1ccc(S(=O)(=O)N(CC(=O)NCc2ccncc2)c2cc(C)cc(C)c2)cc1OC,4,13,-17,-5,1,0,-28,7,8,-0.2,-1
Cc1cc(C(=O)OCC(=O)N(CC(C)C)c2c(N)n(Cc3ccccc3)c(=O)[nH]c2=O)c(C)o1,9,6,19,-2,-1,-10,16,-5,18,-0.3,-48
CC(C)(C)c1ccc(C(=O)N2CCC(C(=O)NCCC3=CCCCC3)CC2)cc1,-5,-8,-49,2,-3,-20,17,-5,-22,-1.4,9
Clc1ccc(CSC2=NCCCN2)cc1Cl,4,-1,-12,11,4,-2,3,1,19,0.9,5

Further records.
smiles,Peg3 prom inh,TRPM1 prom inh,NR2E3 ag-1,CF NFkB block,LMP1 NFkB inh,KKLEB cytotox,TRAIL sens C8,NR2E3 ag-2,HIF-2a inh,hiPSC survival,Shn3 inh set2
CC(=O)C1CCC2C3CC(C)C4(O)CC(=O)CCC4(C)C3C(O)CC12C (centres undefined),1,-8,-29,-5,-5,8,7,x,7,-1.0,-11
CCCNc1c(NS(=O)(=O)c2cccs2)c(=O)oc2ccccc12,9,8,-3,17,4,-10,6,2,-2,-0.1,-4
CCc1ccc(NS(=O)(=O)c2cc3c(cc2C)n(C)c(=O)c(=O)n3C)cc1,7,10,30,18,8,4,20,2,20,-2.5,60
O=C(COC(=O)c1ccc(F)cc1)NCc1ccc(F)cc1,-6,2,-3,-15,-3,13,7,3,6,1.4,3
COc1cccc(CNC(=O)CN(C)S(=O)(=O)c2ccc3c(c2)c(=O)n(C)c(=O)n3C)c1,6,x,-6,-21,-3,20,8,5,13,-5.1,-23
O=C(O)C(Nc1nc(C(F)(F)F)nc2ccccc12)c1ccccc1 (centres undefined),-10,4,-19,14,5,-2,10,0,11,0.4,-11
C[C@@]12C(=O)N(c3ccccc3)C(=O)N1[C@@H]1c3ccccc3OC[C@@H]1[C@H]2c1ccccc1,40,8,-2,-6,6,10,23,x,8,-0.2,19
O=C(CCn1c(=O)sc2ccccc21)NCCCn1ccnc1,0,4,2,1,-1,-2,-11,-1,10,3.4,-5

Next compounds:
smiles,Peg3 prom inh,TRPM1 prom inh,NR2E3 ag-1,CF NFkB block,LMP1 NFkB inh,KKLEB cytotox,TRAIL sens C8,NR2E3 ag-2,HIF-2a inh,hiPSC survival,Shn3 inh set2
O=C1Nc2c(Cl)cc(Cl)cc2C1=O,10,45,-12,35,-14,-11,-7,x,18,-2.6,-55
CCOc1ccc(S(=O)(=O)NCCC(=O)NCC(c2ccc(OC)cc2)N2CCCC2)cc1 (centres undefined),-13,-21,-3,19,-5,-2,18,1,0,0.0,4
Cc1ccc(N2C(=O)C3CC(c4ccccc4)=C4C5C=CC(C6C(=O)N(c7ccc(C)cc7)C(=O)C56)C4C3C2=O)cc1 (centres undefined),-1,-7,-1,12,2,16,0,1,16,-0.4,-5
CCCCN(C)c1ccc([N+](=O)[O-])cc1,-12,-17,2,-12,-1,3,6,-2,-12,-0.3,15
CSc1ccc(CNC(=O)c2c(C)noc2C)s1,6,-2,8,4,-1,0,12,-2,17,1.2,8
CC1=C(C(=O)N2CCCCCC2)CC(CC(=O)NCC2CCCCC2)C(=O)N1Cc1ccccc1 (centres undefined),1,x,6,-22,x,10,30,x,-4,-1.6,6
COCc1c(C(=O)N/N=C(/C)c2cccs2)nnn1-c1nonc1N,-5,-5,-24,16,-1,8,4,3,2,-0.4,0
Cc1cc(C)c[n+](C(C)C(=O)c2ccc(-c3ccccc3)cc2)c1 (centres undefined),9,51,-30,16,25,-6,33,0,12,2.8,33

The list goes on:
smiles,Peg3 prom inh,TRPM1 prom inh,NR2E3 ag-1,CF NFkB block,LMP1 NFkB inh,KKLEB cytotox,TRAIL sens C8,NR2E3 ag-2,HIF-2a inh,hiPSC survival,Shn3 inh set2
CCCOc1ccc(C(CC(=O)O)NC(=O)c2ccc3c(c2)OCO3)cc1 (centres undefined),5,-6,-8,-5,6,-6,0,-1,12,-1.2,2
Cc1cccc(-n2ncc3c(N(C)Cc4ccccc4)ncnc32)c1,-408,-80,-172,-29,-42,-11,35,1,-291,-3.3,-6
Cc1ccc(-c2cnc(SCCNC(=O)c3ccco3)[nH]2)cc1,10,-12,-1,5,-1,-14,-6,3,-32,-0.4,-24
CCCCn1c(SCc2ncc(-c3ccccc3)o2)nc2cc(S(N)(=O)=O)ccc21,7,17,19,-23,3,-15,4,3,-5,-2.7,64
CNC(=O)CC(=O)Nc1ccccc1C(=O)O,23,10,-23,5,8,-2,-13,1,18,4.5,-4
CC(C)(C)OC(=O)C[C@H]1C/C=C\C[C@@H](CC(=O)NCCO)C(=O)NCCOC1=O,-11,2,-19,-6,-4,16,12,x,1,0.2,-20
Cc1ccc(S(=O)(=O)c2cc3c(=O)n4ccccc4nc3n(Cc3ccco3)c2=N)cc1,3,-17,-14,22,-5,-4,11,1,14,1.0,30
COc1ccc(C(=O)NCCS(=O)(=O)NCc2ccc(F)cc2)cc1,16,-6,-13,-3,6,3,0,0,5,0.1,4

Additional structures follow.
smiles,Peg3 prom inh,TRPM1 prom inh,NR2E3 ag-1,CF NFkB block,LMP1 NFkB inh,KKLEB cytotox,TRAIL sens C8,NR2E3 ag-2,HIF-2a inh,hiPSC survival,Shn3 inh set2
Cc1ccc(C)c(OCC(O)CN2CCCCC2C)c1 (centres undefined),3,1,-7,-14,-3,7,4,1,16,3.5,-8
O=C(N/N=C/c1c(O)n(Cc2ccco2)c(=O)[nH]c1=O)c1ccccc1,8,1,-45,8,-4,7,-3,1,14,-0.6,-44
Cc1ccc2nc(N(CCCN(C)C)C(=O)c3ccc(S(=O)(=O)N(C)C)cc3)sc2c1,7,-7,-5,3,13,-4,-2,0,16,2.8,11
CCCc1nnc(NC(=O)CS(=O)(=O)c2ccc(C)cc2)s1,15,-3,-73,-4,-3,1,-3,-4,7,3.2,11
CCOc1ccc(NC(=O)CCC(=O)NNC(=O)COc2ccc(C)cc2Br)cc1,-127,-18,-1,20,-7,-7,26,3,-70,-0.5,-54
CC1CCCC(C)N1C(=O)COC(=O)c1ccc2ccccc2n1 (centres undefined),6,3,-1,19,-10,-6,0,x,17,3.3,-1
CC(C)(C)OC(=O)C[C@H]1C/C=C\C[C@@H](CC(=O)NCCO)C(=O)NC[C@@H](c2ccccc2)OC1=O,-17,-6,-18,2,5,-10,12,x,9,0.8,-10
CCCC(O)(CCC)C(=O)NN(C(=O)OC)c1ccccc1,15,2,-17,-2,8,-2,12,1,6,-0.8,-13

More entries.
smiles,Peg3 prom inh,TRPM1 prom inh,NR2E3 ag-1,CF NFkB block,LMP1 NFkB inh,KKLEB cytotox,TRAIL sens C8,NR2E3 ag-2,HIF-2a inh,hiPSC survival,Shn3 inh set2
Cc1ccc(OCCCCN2CCc3ccccc3C2)cc1,10,18,23,0,-11,-5,-1,-1,7,-0.3,13
CCCCCC(=O)N1C[C@@H](O)[C@H](n2cc(COC(=O)c3ccccc3)nn2)C[C@@H]1c1ccc(OC)cc1,-16,x,-15,12,1,-9,13,x,1,3.4,-28
Cc1ccc(C)c(NC(=O)C(=O)NCC2CCCN2S(=O)(=O)c2cccs2)c1 (centres undefined),12,-2,-29,15,5,-10,-6,3,3,0.3,2
NC(N)=NC(N)=Nc1ccc2ccccc2c1,-2,-4,-13,-2,-8,-20,-7,1,9,-0.4,10
CCOC(=O)C(=CNc1ccccc1N1CCOCC1)C(=O)OCC,-3,5,-20,-20,10,8,15,4,6,-0.8,19

An excerpt from above in order of length of the SMILES, smallest number first.
smiles,Peg3 prom inh,TRPM1 prom inh,NR2E3 ag-1,CF NFkB block,LMP1 NFkB inh,KKLEB cytotox,TRAIL sens C8,NR2E3 ag-2,HIF-2a inh,hiPSC survival,Shn3 inh set2
Cc1ccc(OCCCCN2CCc3ccccc3C2)cc1,10,18,23,0,-11,-5,-1,-1,7,-0.3,13
CCc1ccc(NS(=O)(=O)c2cc3c(cc2C)n(C)c(=O)c(=O)n3C)cc1,7,10,30,18,8,4,20,2,20,-2.5,60
COc1cccc(CNC(=O)CN(C)S(=O)(=O)c2ccc3c(c2)c(=O)n(C)c(=O)n3C)c1,6,x,-6,-21,-3,20,8,5,13,-5.1,-23
